N370S GC mod = inhibitors or activators of N370S glucocerebrosidase for Gaucher disease; P04062; N370S GC spleen homogenate, 4MU-glucoside fluorescence; Potency, µM (highest dose often 59.4 µM), for inactives: top-dose activity change, negative = inhibition, actives largely listed as inhibitors; actives 0.092% (n = 330,000); AID 2101;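 further: 0% = full enzyme activity and -100% = no enzyme basal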
TDP1 block = blocks human tyrosyl-DNA phosphodiesterase 1; Q9NUW8; recombinant TDP1, AlphaScreen DNA substrate cleavage; actives 0.28% (n = 350,000); AID 485290; Potency, µM (series often up to 130 µM), inactives show top-dose activity change, negative = inhibition, most hits filed as inhibitors; further: nearly all actives have a fitted effect of over 40% in size
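AlphaScreen read-out: signal falls as enzyme removes the 3' tyrosine-FITC from a 5'-biotinylated DNA oligo (15 nM, 5 min, RT). Enzyme was E. coli-made recombinant Tdp1 at 1 nM, exposed to compound for 15 min beforehand; beads 10 ug/ml, 10 min.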
FEN1 inhibitor = human FEN1 inhibition; Potency, µM (titrated, usually from 114 µM), inactives show top-dose activity change, negative = inhibition, actives largely listed as inhibitors; Recombinant FEN1 flap cleavage, fluorescence, 15 min; actives 0.35% (n = 390,000); P39748; further: nearly all actives have a fitted effect of over 65% in size
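In this screen, 50 nM flap DNA substrate was added to 10 nM FEN1 pretreated with compound for 15 min at room temperature; cleavage was followed with reads at 0 and 15 min, and Hill fitting gave concentration–response parameters.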
An asterisk follows results filed as active; / = not tested or not shown. The call rests on the fitted dose curve; in most records, active means well fitted curve in the direction sought with a large enough effect; inconclusive means small, poorly fitted or top-dose-only effect, or another doubt; inactive means no such curve, though single readings can be large; an effect the other way counts as inactive or inconclusive. Unless noted, on the % scale 0 is the no-effect control and ±100 the full control effect; potency means the concentration at half of the fitted maximal effect. Only part of the results is shown; count on the stated rates, not on these rows.

SMILES	N370S GC mod	TDP1 block	FEN1 inhibitor
c1ccc(CNCCNCc2ccccc2)cc1	-6%	/	/
CN1CCN(C(=O)C2CCCCC2)CC1	/	4%	/
Nc1ccc(S(=O)(=O)NCc2ccccc2)cc1	/	6%	/
COC(=O)c1ccccc1C(=O)c1ccc(OCCN2CCCCC2)cc1	/	7%	/
Cc1c(C(C)C)c(=O)n(-c2ccccc2)n1C	/	0%	/
CN1CCN(c2cc3c(cc2F)c(=O)c(C(=O)O)cn3-c2ccc(F)cc2)CC1	/	6%	/
CCCCCCCCCCOCC(O)CN (stereo not given)	/	6%	/
CC(=O)OCC(=O)C1(O)CCC2C3CCC4=CC(=O)C=CC4(C)C3(F)C(O)CC21C (stereo not given)	/	/	-2%
CC(C)(C)c1ccc(S(=O)(=O)c2cnc(SCC(=O)Nc3ccc(F)c(Cl)c3)[nH]c2=O)cc1	/	/	50µM*

Four of the compounds above, with each value named:
c1ccc(CNCCNCc2ccccc2)cc1
  N370S GC mod: -6%	TDP1 block: /	FEN1 inhibitor: /

CN1CCN(C(=O)C2CCCCC2)CC1
  N370S GC mod: /	TDP1 block: 4%	FEN1 inhibitor: /

Nc1ccc(S(=O)(=O)NCc2ccccc2)cc1
  N370S GC mod: /	TDP1 block: 6%	FEN1 inhibitor: /

COC(=O)c1ccccc1C(=O)c1ccc(OCCN2CCCCC2)cc1
  N370S GC mod: /	TDP1 block: 7%	FEN1 inhibitor: /

Part of the list above in order of SMILES length, low to high:
SMILES	N370S GC mod	TDP1 block	FEN1 inhibitor
CCCCCCCCCCOCC(O)CN (stereo not given)	/	6%	/
c1ccc(CNCCNCc2ccccc2)cc1	-6%	/	/
Nc1ccc(S(=O)(=O)NCc2ccccc2)cc1	/	6%	/
COC(=O)c1ccccc1C(=O)c1ccc(OCCN2CCCCC2)cc1	/	7%	/

Bioassay records from PubChem.
